GPR7 antag: GPR7 receptor antagonists, primary screen, cell-based, fluorescence, single concentration. Neuropeptides B/W receptor type 1 (Homo sapiens), P48145. GPR7-expressing cells, fluorescence antagonist assay. inhibition, % at 4.4 µM. 290,000 compounds, 1.1% hits. AID 1861, 2009; in the data active = inhibition above about 16%, passing the limit was not always enough;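 also: cells stimulated with the agonist NPW; 0% = agonist with vehicle and 100% = vehicle without agonist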
Target sequence (P48145 whole entry, looked up): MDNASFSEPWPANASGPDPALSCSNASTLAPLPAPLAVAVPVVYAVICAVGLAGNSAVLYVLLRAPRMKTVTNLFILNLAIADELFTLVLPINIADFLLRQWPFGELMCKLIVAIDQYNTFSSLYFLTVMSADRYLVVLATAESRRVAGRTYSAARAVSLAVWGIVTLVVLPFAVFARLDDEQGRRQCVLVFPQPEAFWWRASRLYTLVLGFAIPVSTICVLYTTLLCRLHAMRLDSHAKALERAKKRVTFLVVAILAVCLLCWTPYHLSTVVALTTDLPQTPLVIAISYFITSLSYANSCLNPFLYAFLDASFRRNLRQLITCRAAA
PHOSPHO1 inh: PubChem AID 1565; recombinant PHOSPHO1, absorbance phosphatase assay; inhibition, % at 13.3 µM; 290,000 compounds, 1.1% hits; in the data active = inhibition above about 60%
NS3 helicase inh: inhibitors of HCV NS3 helicase, primary screen, biochemical, Cy5 molecular beacon fluorescence | Hepatitis C virus NS3 helicase | 290,000 compounds, 0.56% hits | NS3 helicase DNA unwinding | inhibition, % at 10.9 µM;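 active = inhibition above the mean of all tested compounds plus 3 SD, set per campaign, cut at about 35% in these data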;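 also: 0% = DMSO wells and 100% = thioflavine S control wells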
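assay system = NS3 helicase fragment of HCV | buffer or medium = MOPS pH 6.5, MgCl2, DTT, Tween20, BSA | timing = 60 min unwinding reaction at 25 °C after ATP addition | signal = Cy5 beacon fluorescence read at start and 1 h | read-out basis = % inhibition of unwinding | control set = low DMSO, high thioflavine S at 110 µM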
V1R ag counter: agonists of human V1a receptor, primary screen, counter-screen for OXTR agonist project, fluorescence, CHO-V1R cells. 320,000 compounds, 0.25% hits. Vasopressin V1a receptor (Homo sapiens), P37288. Fluo-8 calcium fluorescence, agonist mode; 0% DMSO, 100% 3 nM vasopressin. AID 2797, 2010. activation, % at 3 µM;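 active = activation above the mean activation of all tested compounds plus 3 SD, per screening run, cut at about 20% in these data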;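 also: signal is peak over basal fluorescence ratio across a 100 second FLIPR read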
OXTR agonist: human OXTR agonists, primary screen, fluorescence, CHO-OTR cells, Fluo-8 calcium; Oxytocin receptor (Homo sapiens), P30559; Fluo-8 calcium fluorescence; normalized: DMSO 0%, oxytocin 100%; activation, % at 3 µM; 320,000 compounds, 0.32% hits; AID 2435, 2010;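 active = activation above the mean of all tested compounds plus 3 SD, cutoff set per screening run, cut at about 20% in these data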;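 also: peak over basal fluorescence ratio from a 100 s FLIPR kinetic read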
Target sequence (P30559 whole entry, looked up): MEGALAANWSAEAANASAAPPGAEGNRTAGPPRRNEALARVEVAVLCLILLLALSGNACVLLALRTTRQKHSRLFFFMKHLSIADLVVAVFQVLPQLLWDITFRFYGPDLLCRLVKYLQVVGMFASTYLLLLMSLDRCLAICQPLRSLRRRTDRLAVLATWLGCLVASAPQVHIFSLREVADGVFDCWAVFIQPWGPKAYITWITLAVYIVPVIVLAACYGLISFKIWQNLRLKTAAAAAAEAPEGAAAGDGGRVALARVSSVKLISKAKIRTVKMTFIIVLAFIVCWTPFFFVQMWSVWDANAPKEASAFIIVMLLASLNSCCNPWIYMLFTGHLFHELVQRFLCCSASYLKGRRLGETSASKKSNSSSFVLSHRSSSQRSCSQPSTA
VIM-2 inhibitor: VIM-2 metallo-beta-lactamase inhibitors, primary screen, biochemical, epi-absorbance readout, Pseudomonas aeruginosa enzyme | purified VIM-2, nitrocefin hydrolysis, epi-absorbance fluorescence | inhibition, % at 5.6 µM | 290,000 compounds, 0.89% hits | AID 1527, 2009;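 active = inhibition above the mean of all tested compounds plus 3 SD, cutoff set per screening run, cut at about 7.5% in these data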;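 also: red hydrolysis product quenches plate fluorescence so inhibitors raise well fluorescence; 0% = enzyme with DMSO and 100% = DMSO without enzyme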
DNA FID counter: compounds displacing fluorescent DNA intercalator, primary screen, artefact control for HCV NS3 helicase inhibitor project, biochemical, FID fluorescence. DNA fluorescent intercalator displacement. inhibition, % at 7.9 µM. 290,000 compounds, 0.17% hits; in the data active = inhibition above about 37%;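 also: 0% = vehicle and 100% = reference compound; higher means more ethidium bromide displaced from hairpin DNA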
GalR3 antag: GalR3 antagonists in HEK293 cells, primary screen, cell-based, fluorescence readout | inhibition, % at 3 µM | HEK293 GalR3-CNG cAMP membrane potential fluorescence; galR3 body fused to GalR1 C-terminus | 360,000 compounds, 0.44% hits;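 active = inhibition above the screen-wide average plus 3 SD, cut at about 13% in these data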;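 also: forskolin and galanin both at EC90 stimulate the cells; cAMP rise reported by CNG channel membrane potential dye signal; 0% = forskolin plus galanin with DMSO and 100% = forskolin alone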
Target sequence (O60755 1-299 limits assumed): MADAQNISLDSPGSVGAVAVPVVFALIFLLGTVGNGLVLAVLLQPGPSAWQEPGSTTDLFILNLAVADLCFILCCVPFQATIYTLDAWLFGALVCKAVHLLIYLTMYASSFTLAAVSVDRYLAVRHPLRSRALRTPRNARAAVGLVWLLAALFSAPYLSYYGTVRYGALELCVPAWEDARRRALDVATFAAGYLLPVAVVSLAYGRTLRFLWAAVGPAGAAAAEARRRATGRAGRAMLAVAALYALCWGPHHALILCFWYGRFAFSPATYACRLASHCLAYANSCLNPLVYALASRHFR
IMP-1 inh: IMP-1 metallo-beta-lactamase inhibitors, primary screen, biochemical, epi-absorbance readout, Pseudomonas aeruginosa enzyme | purified IMP-1, nitrocefin hydrolysis, epi-absorbance fluorescence | 290,000 compounds, 0.45% hits | inhibition, % at 5.6 µM | metallo-beta-lactamase IMP-1 (Pseudomonas aeruginosa) | AID 1556, 2009;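 active = inhibition above the mean plus 3 SD of all compounds in the same screening run, cut at about 4.5% in these data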;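 also: 0% = IMP-1 with DMSO and 100% = DMSO wells lacking enzyme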
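Material – recombinant IMP-1 enzyme, purified · Amount – IMP-1 0.2 nM before substrate addition · Medium – HEPES buffer pH 7.1 with ZnSO4 and Brij 35 · Timing – 25 °C, 15 min preincubation, 25 min reaction · Measured by – plate fluorescence quenching by hydrolysis product, ex 480/em 530 nm · Read-out – percent enzyme inhibition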
Starred values were filed as active, the others as inactive; nt = not tested or not shown.

SMILES	GPR7 antag	PHOSPHO1 inh	NS3 helicase inh	V1R ag counter	OXTR agonist	VIM-2 inhibitor	DNA FID counter	GalR3 antag	IMP-1 inh
CC1CN(C(=O)COC(=O)c2ccc(C#N)cc2)CC(C)O1 (stereo not given)	-2	39	15	1.0	0.2	-2.0	-5	-7	-2.4
CCN(C(=O)COC(=O)CNS(=O)(=O)c1ccccc1)c1ccccc1	2	13	8	0.2	0.5	-6.3	-20	-4	-4.1
COc1ccccc1N1CCN(C(=O)c2c(-c3c(F)cccc3Cl)noc2C)CC1	-12	nt	3	nt	nt	1.0	-36	3	-1.3
O=C(COc1ccccc1Cl)N1CCN(C(=O)c2ccco2)CC1	-8	23	0	0.9	0.1	-0.2	-9	-4	-2.1
COc1ccc(OC)c(NC(=O)N2CCCC(CNS(=O)(=O)c3cccs3)C2)c1 (stereo not given)	-4	39	-1	-1.6	-1.6	-5.1	-17	-2	-2.8
COCC(=O)N1CCN(c2ccc([N+](=O)[O-])cc2)CC1	-10	-1	0	1.9	1.8	-3.0	1	-2	-1.4
O=C(NC1CCCC1)C1CCN(S(=O)(=O)c2ccccc2)CC1	-6	14	-4	-0.2	0.4	-0.7	-6	-9	-1.8
CCSc1nc(N2CCOCC2)c2c(c1C#N)CC(C)(C)N(C)C2	-10	21	3	-0.1	1.0	-1.9	2	0	-2.0
COc1ccc2nc(SCC(=O)N(C)C3CCCCC3)c(C#N)cc2c1	-9	17	6	0.8	-2.1	-2.9	-2	-1	-4.8
CCc1cc(=O)oc2c(C)c(O)c(CN3CCCCC3)cc12	-2	-6	0	-0.4	-1.1	-3.0	-5	2	-2.0
CCCC(=O)Nc1cc(OCC)c(NC(=O)NC2CCCCC2)cc1OCC	-12	-3	-3	-0.8	1.2	1.3	1	-1	-3.3
Cc1cc(C(F)F)nn1CC(=O)NCc1ccco1	-8	-16	-3	-0.3	-0.8	-1.0	-3	-2	-0.7
CCCS(=O)(=O)c1ncc(Cl)c(C(=O)Nc2ccc(S(=O)(=O)Nc3ncccn3)cc2)n1	-5	43	12	0.0	-1.0	-2.0	-7	-3	-4.4
COc1cc(-c2nc3ccccc3s2)ccc1O	-7	3	-9	0.5	0.6	0.2	-4	-8	-6.6
O=C1OC2(c3ccccc3)C3CCCC2C13	0	10	2	-0.3	-0.2	-1.7	-2	-2	0.7
COc1cc(C(=O)C(=O)c2cc(OC)c(O)c(OC)c2)cc(OC)c1O	-10	15	11	-0.6	-1.1	-2.8	-6	-12	-3.4
O=c1c2ccccc2nnn1CSc1ccc2ccccc2n1	-10	-7	-11	0.0	-1.1	-2.1	-15	-9	-0.6
O=C(CC1NC(=S)NC1=O)c1ccc(Cl)cc1 (stereo not given)	-2	51	-8	0.3	2.7	-3.0	-4	-1	-4.8
C=CCC(COCc1ccccc1)NS(=O)(=O)c1ccccc1Br (stereo not given)	nt	18	nt	-1.5	-2.3	nt	nt	-4	nt
CCOC(=O)C(C#N)C(c1cccnc1)c1c(C)[nH][nH]c1=O (stereo not given)	-8	-25	-13	0.1	0.0	0.3	6	-2	-3.3
CCOC(=O)N1CCN(c2c(-c3ccc(C)c(C)c3)c(=O)c2=O)CC1	6	-11	-9	-0.8	-2.4	-2.4	-21	-6	3.0
CC(C)C(NC(=O)c1ccc([N+](=O)[O-])cc1Cl)C(=O)N1CCCC1 (stereo not given)	-2	-9	27	1.0	-0.1	-0.7	-3	-8	-1.1
CC(=O)N1c2ccc(S(=O)(=O)N3CCCC3C(=O)Nc3cccc(F)c3)cc2CC1C (stereo not given)	9	28	-9	1.5	0.2	-0.5	-20	4	-2.8
Cc1ccc(-n2c(=O)c3cc4c(=O)n(-c5ccc(C)c(C)c5)c(=O)c4c(C(=O)c4ccc(C(=O)O)cc4)c3c2=O)cc1C	-8	19	-3	0.2	0.0	0.8	-9	-8	0.6
COc1ccc(CNC(=O)C(OC(=O)c2ccco2)c2ccc(F)cc2)cc1 (stereo not given)	-6	18	-2	-0.8	-0.9	-2.4	-26	-9	-2.9

Taken from above:
For IMP-1 inh, O=c1c2ccccc2nnn1CSc1ccc2ccccc2n1 is listed with -0.6
For PHOSPHO1 inh, CC(=O)N1c2ccc(S(=O)(=O)N3CCCC3C(=O)Nc3cccc(F)c3)cc2CC1C (stereo not given) is listed with 28

Following part
SMILES	GPR7 antag	PHOSPHO1 inh	NS3 helicase inh	V1R ag counter	OXTR agonist	VIM-2 inhibitor	DNA FID counter	GalR3 antag	IMP-1 inh
CCOC(=O)N1CCN(C(=O)c2ccc(CN(c3ccccc3)S(C)(=O)=O)cc2)CC1	18	-8	2	-0.1	-0.4	-2.7	-27	-5	-2.7
O=C(Oc1cccc(C(=S)N2CCOCC2)c1)c1cccc(Cl)c1	-3	18	-8	5.1	-0.8	0.0	-35	-4	-1.5
Cn1c(C(C)(O)C(O)c2ccccc2)nc2ccccc21 (stereo not given)	-12	-9	-2	0.4	3.1	0.6	0	nt	-3.3
Cc1cccn2c(=O)c(/C=N/O)c(Nc3ccccc3F)nc12	-15	18	3	-0.4	-0.4	-2.8	-7	-5	-3.2
COc1c(/C=N/NS(=O)(=O)c2ccc(C)cc2)c(CCN(C)C(C)=O)cc2c1OCO2	-3	28	19	-1.0	-0.7	-1.6	-32	-4	-2.9
Cc1cc(C(=O)CSc2nnnn2C)c(C)n1-c1ccc2c(c1)OCCO2	14	43	3	2.6	-0.1	2.6	-13	-4	1.4
CCCC(=O)NC(=S)Nc1cccc(C(C)=O)c1	2	6	8	0.2	-0.7	-1.8	-3	7	-2.7
O=[N+]([O-])c1ccc(N2N=C(c3ccccc3)CC2c2ccccc2O)cc1 (stereo not given)	-18	27	2	nt	nt	-0.8	32	-7	-3.7
CSc1nc2cc(S(=O)(=O)N3CCCCC3)ccc2s1	-12	32	-2	nt	nt	-3.0	-18	-4	-2.3
CCCC(c1nnnn1CCc1ccccc1)N1CCN(C(=O)c2ccco2)CC1 (stereo not given)	-12	16	-1	0.8	0.7	-3.0	-26	-2	-6.7
CC(C)(C)c1ccc(O)c(N=Cc2cc(Br)ccc2O)c1	-3	35	28	-0.6	0.2	-1.5	-9	1	-1.9
CC1(C)CC(=O)C(CC2=C(O)CC(C)(C)CC2=O)=C(O)C1	19	-3	2	0.5	0.3	-3.9	2	-5	-2.1
COc1nn(-c2nc(-c3ccccc3)cc(C(F)(F)F)n2)cc1[N+](=O)[O-]	-4	3	1	0.2	-0.1	1.7	0	-9	-3.4
O=C(COC(=O)Cc1cccs1)NCc1ccc(F)cc1	-12	18	0	0.8	0.0	-1.3	-4	-2	-4.0
COC(=O)C1=C(C)NC(=S)NC1c1ccc(-c2cc(Cl)ccc2Cl)o1 (stereo not given)	-5	-89	7	0.3	0.8	-3.0	-40	-7	-2.2
CC[C@@H](C)[C@H](CN[C@H](CNC)[C@@H](C)O)NCCc1ccc(OC)cc1	4	-6	-4	0.4	0.1	11*	13	-2	-0.3
O=C(NCCN=C1NS(=O)(=O)c2ccccc21)c1ccc2nccnc2c1	0	3	7	0.1	5.8	-1.9	0	-1	-1.0
Cn1c(NC(=O)/C=C/c2ccc(Cl)c(Cl)c2)cc(=O)n(C)c1=O	-6	2	-13	0.8	0.3	-1.2	1	-2	-3.3
CCc1n[nH]c(=S)n1/N=C/c1ccc(N(C)c2ccccc2)cc1	10	46	1	-0.8	-1.5	0.2	-16	-2	-1.9
C=CCOC(=O)C1=C(C)NC(=S)C(C#N)(CC=C)C1c1ccccc1Cl (stereo not given)	-5	-2	0	-0.2	3.1	-5.2	-17	-4	-3.0
O=C(CN1CCN(c2ccc(O)cc2)CC1)Nc1ccc(SC(F)F)cc1	2	-7	18	2.1	1.3	0.0	-4	0	0.6
CCOC(=O)Cc1csc(NC(=O)c2c(C)noc2C)n1	2	25	1	0.9	-0.3	-1.8	-9	-2	-2.2
c1cncc(-c2nc(NCCCn3ccnc3)c3ccccc3n2)c1	-11	9	-1	-0.1	-0.1	32*	33	1	1.8
COc1ccc(OCc2cc(C(=O)NC(C)c3csc(C)n3)no2)c(Cl)c1 (stereo not given)	-5	43	-6	3.5	1.9	-1.1	-40	-8	-0.6
O=C(CC1C(=O)NCCN1Cc1cccc(F)c1F)NC1CCCCCC1 (stereo not given)	2	19	-2	1.3	-0.7	-4.5	-35	-1	-5.6

Following part.
SMILES	GPR7 antag	PHOSPHO1 inh	NS3 helicase inh	V1R ag counter	OXTR agonist	VIM-2 inhibitor	DNA FID counter	GalR3 antag	IMP-1 inh
Cc1cc(C(=O)Nc2cccc(S(=O)(=O)N3CCCCC3)c2)c2ccccc2n1	-1	40	-3	0.1	-1.2	-1.6	-21	-6	-2.4
CC1CCc2sc(C(=O)OCC(=O)NC(N)=O)cc2C1 (stereo not given)	1	23	-2	0.8	0.6	-2.9	-1	5	-2.5
Cc1ccc(C2Oc3ccccc3C3=C2C(c2cccs2)n2ncnc2N3)cc1 (stereo not given)	17	30	10	0.3	3.5	2.7	-24	-5	3.1
CCN(CC(=O)Nc1ccc2c(c1)OCO2)S(=O)(=O)c1ccccc1	0	14	-1	3.1	1.1	-3.1	-4	-6	-2.6
O=C(NCc1ccccn1)c1ccc([N+](=O)[O-])cc1	3	4	2	-0.2	0.2	0.2	-10	-4	-0.2
COc1cccc(OCC(=O)NNC(=O)C(=O)Nc2ccc(OC)cc2OC)c1	-18	43	-1	-0.4	-1.4	-3.9	-23	-3	-5.4
Cc1cc(OCC(=O)Nc2ccc(S(=O)(=O)NC3=NCCCCC3)cc2)c(C(C)C)cc1Cl	-18	-4	-7	1.9	-1.2	-6.1	-29	-2	-5.3
COC(CNC(=O)CCc1c(C)nc2c(c(C)nn2-c2ccc(C)cc2)c1C)OC	-7	35	-9	nt	nt	0.6	-31	-8	-0.3
CN(C)N1C(N)=C(C#N)C(c2cccc(Cl)c2)C2=C1CCCC2=O (stereo not given)	-8	18	15	0.9	-0.9	-8.9	-11	-8	-4.2
Cc1[nH]nc(N)c1-c1ccccc1	1	23	0	0.3	0.8	-2.1	5	-2	0.6
O=C(CSc1nccc(=O)[nH]1)N1CCc2ccccc2C1	-1	-3	-7	2.5	1.2	-2.3	1	3	-2.6

No enrichment for hits. About 4.3% of those tested had a hit in this group.
